# PHOSPHO1 inh: PubChem AID 1565. Phosphoethanolamine/phosphocholine phosphatase (Homo sapiens), Q8TCT1. recombinant PHOSPHO1, absorbance phosphatase assay. inhibition, % at 13.3 µM. 290,000 compounds, 1.1% hits; in the data active = inhibition above about 60%
# Target sequence (Q8TCT1 whole entry, looked up): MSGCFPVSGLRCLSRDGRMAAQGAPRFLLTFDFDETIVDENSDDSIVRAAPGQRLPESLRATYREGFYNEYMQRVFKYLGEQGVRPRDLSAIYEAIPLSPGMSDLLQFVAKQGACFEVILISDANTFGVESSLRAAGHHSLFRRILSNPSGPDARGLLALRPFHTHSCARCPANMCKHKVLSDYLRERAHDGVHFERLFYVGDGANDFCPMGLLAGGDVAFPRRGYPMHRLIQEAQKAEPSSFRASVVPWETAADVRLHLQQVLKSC
# OXTR ag: human OXTR agonists, primary screen, fluorescence, CHO-OTR cells, Fluo-8 calcium; Fluo-8 calcium fluorescence; normalized: DMSO 0%, oxytocin 100%; activation, % at 3 µM; 320,000 compounds, 0.32% hits; AID 2435, 2010;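 active = activation above the mean of all tested compounds plus 3 SD, cutoff set per screening run, cut at about 20% in these data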;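 also: peak over basal fluorescence ratio from a 100 s FLIPR kinetic read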
# DNA FID counter: compounds displacing fluorescent DNA intercalator, primary screen, artefact control for HCV NS3 helicase inhibitor project, biochemical, FID fluorescence. DNA fluorescent intercalator displacement. inhibition, % at 7.9 µM. 290,000 compounds, 0.17% hits. AID 1845, 2009; in the data active = inhibition above about 37%;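 also: 0% = vehicle and 100% = reference compound; higher means more ethidium bromide displaced from hairpin DNA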
# HCV NS3 hel inh: inhibitors of HCV NS3 helicase, primary screen, biochemical, Cy5 molecular beacon fluorescence. 290,000 compounds, 0.56% hits. inhibition, % at 10.9 µM. NS3 helicase DNA unwinding. AID 1800, 2009. Hepatitis C virus NS3 helicase;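 active = inhibition above the mean of all tested compounds plus 3 SD, set per campaign, cut at about 35% in these data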;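 also: 0% = DMSO wells and 100% = thioflavine S control wells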
#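 System: HCV NS3 helicase fragment; control set: DMSO and thioflavine S; technique: Cy5 fluorescence at 0 and 60 min, beacon hairpin quenching; reagent: beacon DNA duplex substrate plus ATP; replicates: singlicate; schedule: 1 h reaction at 25 °C, ATP-initiated; medium: MOPS buffer pH 6.5 with MgCl2, DTT, Tween20, BSA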
# V1aR counter: agonists of human V1a receptor, primary screen, counter-screen for OXTR agonist project, fluorescence, CHO-V1R cells | AID 2797, 2010 | Fluo-8 calcium fluorescence, agonist mode; 0% DMSO, 100% 3 nM vasopressin | Vasopressin V1a receptor (Homo sapiens), P37288 | activation, % at 3 µM | 320,000 compounds, 0.25% hits;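 active = activation above the mean activation of all tested compounds plus 3 SD, per screening run, cut at about 20% in these data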;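 also: signal is peak over basal fluorescence ratio across a 100 second FLIPR read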
# Target sequence (P37288 whole entry, looked up): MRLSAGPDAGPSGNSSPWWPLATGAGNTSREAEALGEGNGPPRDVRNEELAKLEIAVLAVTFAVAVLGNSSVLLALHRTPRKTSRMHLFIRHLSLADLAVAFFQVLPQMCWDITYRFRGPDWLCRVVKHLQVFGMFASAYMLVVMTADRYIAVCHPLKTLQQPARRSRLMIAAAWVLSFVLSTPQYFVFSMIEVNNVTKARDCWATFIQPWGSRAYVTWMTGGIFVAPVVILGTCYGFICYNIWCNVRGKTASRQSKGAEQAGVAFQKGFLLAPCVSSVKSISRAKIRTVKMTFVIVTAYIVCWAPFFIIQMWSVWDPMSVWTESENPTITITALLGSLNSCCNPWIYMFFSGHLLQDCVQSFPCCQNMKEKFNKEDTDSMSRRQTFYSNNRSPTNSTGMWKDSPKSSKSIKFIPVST
# GalR3 antag: GalR3 antagonists in HEK293 cells, primary screen, cell-based, fluorescence readout. Galanin receptor type 3 (Homo sapiens), O60755. 360,000 compounds, 0.44% hits. inhibition, % at 3 µM. HEK293 GalR3-CNG cAMP membrane potential fluorescence; galR3 body fused to GalR1 C-terminus;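 active = inhibition above the screen-wide average plus 3 SD, cut at about 13% in these data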;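 also: forskolin and galanin both at EC90 stimulate the cells; cAMP rise reported by CNG channel membrane potential dye signal; 0% = forskolin plus galanin with DMSO and 100% = forskolin alone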
# VIM-2 inhibitor: VIM-2 metallo-beta-lactamase inhibitors, primary screen, biochemical, epi-absorbance readout, Pseudomonas aeruginosa enzyme | purified VIM-2, nitrocefin hydrolysis, epi-absorbance fluorescence | AID 1527, 2009 | 290,000 compounds, 0.89% hits | inhibition, % at 5.6 µM;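 active = inhibition above the mean of all tested compounds plus 3 SD, cutoff set per screening run, cut at about 7.5% in these data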;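 also: red hydrolysis product quenches plate fluorescence so inhibitors raise well fluorescence; 0% = enzyme with DMSO and 100% = DMSO without enzyme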
# IMP-1 inh: IMP-1 metallo-beta-lactamase inhibitors, primary screen, biochemical, epi-absorbance readout, Pseudomonas aeruginosa enzyme. metallo-beta-lactamase IMP-1 (Pseudomonas aeruginosa). purified IMP-1, nitrocefin hydrolysis, epi-absorbance fluorescence. inhibition, % at 5.6 µM. 290,000 compounds, 0.45% hits. AID 1556, 2009;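 active = inhibition above the mean plus 3 SD of all compounds in the same screening run, cut at about 4.5% in these data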;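 also: 0% = IMP-1 with DMSO and 100% = DMSO wells lacking enzyme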
#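 Assay system: purified recombinant IMP-1 beta-lactamase. Input: IMP-1 0.2 nM before substrate addition. Buffer or medium: Zinc- and detergent-supplemented HEPES buffer, pH 7.1. Schedule: 25 °C, 15 min preincubation, 25 min reaction. Signal: Epi-absorbance fluorescence, 480 nm excitation, 530 nm emission. Evaluation: percent inhibition from optical density relative to buffer-blank wells.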
# GPR7 antagonist: GPR7 receptor antagonists, primary screen, cell-based, fluorescence, single concentration; inhibition, % at 4.4 µM; GPR7-expressing cells, fluorescence antagonist assay; Neuropeptides B/W receptor type 1 (Homo sapiens), P48145; 290,000 compounds, 1.1% hits; AID 1861, 2009; in the data active = inhibition above about 16%, passing the limit was not always enough;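 also: cells stimulated with the agonist NPW; 0% = agonist with vehicle and 100% = vehicle without agonist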
# Target sequence (P48145 whole entry, looked up): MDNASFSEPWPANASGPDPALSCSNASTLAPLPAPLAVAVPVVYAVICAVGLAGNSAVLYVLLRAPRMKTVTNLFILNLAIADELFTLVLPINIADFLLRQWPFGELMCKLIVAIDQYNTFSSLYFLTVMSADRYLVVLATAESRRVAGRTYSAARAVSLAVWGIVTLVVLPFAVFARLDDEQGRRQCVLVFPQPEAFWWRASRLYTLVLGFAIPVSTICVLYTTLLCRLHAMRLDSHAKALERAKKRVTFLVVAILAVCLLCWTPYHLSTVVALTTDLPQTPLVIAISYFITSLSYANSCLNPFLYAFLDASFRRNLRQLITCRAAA
# The depositor's hits bear a star; / = no result given.
Molecule	PHOSPHO1 inh	OXTR ag	DNA FID counter	HCV NS3 hel inh	V1aR counter	GalR3 antag	VIM-2 inhibitor	IMP-1 inh	GPR7 antagonist
CC(=O)Nc1ccc(N=Cc2nc(-c3ccc(C)cc3)oc2O)cc1	-7	1.5	-1	-5	0.6	-5	-0.4	-2.5	-14
CN(C)CCCN(CCCN(C)C)C(=S)Nc1ccc(S(=O)(=O)N2CCOCC2)cc1	28	0.9	37*	10	0.9	9	-4.6	-3.2	-8
Cc1ccc(NC(=O)/C(C#N)=C(\N)C(Cl)(Cl)Cl)nc1	-8	0.1	3	-6	0.5	/	-2.7	-2.3	-1
Cc1cc(C)n2nc(SCc3ccccc3F)nc2n1	20	1.9	-11	-3	0.9	-11	-3.9	-1.3	-8
Cc1ccc(C2CC(c3ccco3)=NN2S(C)(=O)=O)cc1 (stereo unspecified)	14	-0.3	-4	8	1.0	-3	-0.1	-4.5	15
COC(=O)CNC(=O)Cn1c(=O)n(Cc2ccc(F)cc2)c(=O)c2sccc21	19	-0.9	-4	0	0.3	-11	-1.8	-2.7	13
CC(C)CC(=O)Nc1ccccc1Oc1ccccc1	8	-2.4	-3	3	-1.5	-4	-4.3	-0.2	7
O=C(Nc1cccc(C(F)(F)F)c1)C(Sc1n[nH]c(=O)[nH]c1=O)c1ccccc1 (stereo unspecified)	12	-0.5	-10	14	5.9	-6	-2.1	-3.0	-13
CC(CC(=O)Nc1ccccc1C(F)(F)F)c1ccccc1 (stereo unspecified)	8	-2.5	0	-1	-1.2	-2	-1.0	-0.5	-13
CCOc1ccc(N2CC(C(=O)N3CCc4ccccc4C3)CC2=O)cc1 (stereo unspecified)	16	-1.0	-37	3	-0.3	-5	-0.3	-3.1	-3
CC(C)NC(=O)CSc1nc(N)c(-c2ccccc2)c(=O)[nH]1	16	0.7	0	-3	2.3	-2	-2.9	-2.1	-11
CSCC[C@H](NC(=O)[C@@H]1Cc2ccccc2CN1)C(=O)NC[C@H]1CC[C@H](C(=O)O)CC1	/	0.5	-10	-2	0.4	-10	-4.3	-3.4	-4
CCN(CC)S(=O)(=O)c1cc(NC(=O)Cc2ccsc2)ccc1C	19	4.6	-17	-10	6.6	-10	-2.7	-3.2	4
COc1ccc(CNc2nc3ccccc3n2CCN2CCCCC2)cc1	-25	-1.1	10	-9	-0.5	-7	-0.4	-0.8	4
COC(=O)c1ccc(NC(=S)NCCc2ccccc2)cc1	22	9.1	-10	-2	9.2	-5	-1.0	-2.1	5
Cc1nc2c(C)cccc2cc1C(=O)N/N=C/c1cccnc1	-4	0.4	-7	2	0.6	-1	-4.3	-4.5	-5
FC(F)(F)c1cc(Cl)c2nnc(-c3ccccn3)n2c1	36	0.1	-4	2	0.1	-5	8.1*	-4.4	-22
Cn1cnc([N+](=O)[O-])c1Sc1nc2ccccc2[nH]1	42	0.0	-2	7	1.6	-4	-2.8	-2.4	-4
CCOC(=O)c1nnn2c1nc(N1CCN(c3ccccc3)CC1)c1ccccc12	16	-2.2	-4	7	-0.4	0	-1.7	-2.8	-5
Cc1ccc2c(c1)c1c(n2CC(O)CNC2CCCC2)CCCC1 (stereo unspecified)	23	12	17	-28	7.7	-4	-2.1	-2.3	23*
CSc1cccc(NC(=S)NCCCN2CCN(c3ccc(F)cc3)CC2)c1	37	8.2	12	-46	5.9	-2	-2.2	-1.7	3
COc1ccc(N(CC(=O)NC2CCCCC2)S(=O)(=O)c2cccnc2)cc1	-13	-1.3	-16	8	0.1	1	-3.5	-3.7	-9
COc1cc(CN2CCCC(C)C2)cc([N+](=O)[O-])c1O (stereo unspecified)	18	1.2	3	2	0.2	-4	1.2	-2.0	-2
CCOCc1c(C(=O)Nc2cc(OCC)c(N3CCOCC3)cc2OCC)oc2ccccc12	21	-0.8	-2	-8	0.8	-5	1.6	-1.0	1
CC(=O)Nc1ccc2nc(NC(=O)c3ccc([N+](=O)[O-])s3)sc2c1	33	-0.5	3	0	0.5	/	-2.1	-2.3	-5
O=[N+]([O-])c1ccc(C2CCCC/C2=N\OCc2cccc(F)c2)c([N+](=O)[O-])c1 (stereo unspecified)	38	0.8	-1	-2	0.3	-5	-4.2	-2.7	-1
O=C1Nc2cc(Cl)cnc2N2CCCC12 (stereo unspecified)	-28	0.0	-7	-5	-0.6	6	0.3	-0.6	2
Fc1ccc(CO/N=C/C2=C(Cl)c3ccccc3CC2)cc1	-7	1.2	3	6	1.2	1	-4.8	-3.0	2
Cc1cc(C)n(-c2ccccc2[N+](=O)[O-])n1	35	-0.8	-1	1	0.3	-4	0.1	-1.4	-10
CC1(C)CC(=O)C2=C(C1)NC1=C(C(=O)c3ccccc31)C2c1cc([N+](=O)[O-])ccc1O (stereo unspecified)	32	0.8	4	3	-1.1	-3	-3.4	-3.1	0
O=C(COc1ccc(S(=O)(=O)N2CCOCC2)cc1)NCCCn1ccnc1	35	0.6	-5	2	0.4	-11	0.1	-2.6	-5
O=C(c1cccc2ccccc12)C1CCCN(C(=O)c2ccc(N3CCOCC3)cc2)C1 (stereo unspecified)	34	5.3	-33	-6	6.1	1	-6.3	-2.6	-10
NNC(=O)c1[nH]c2ccc([N+](=O)[O-])cc2c1-c1ccccc1	45	3.7	-7	-5	0.7	-8	0.8	-1.4	6
O=[N+]([O-])c1ccccc1Nc1c2ccccc2nc2ccccc12	29	-1.6	3	-6	-1.1	-5	-2.1	-3.2	-16
COc1ccccc1NC(=O)c1ccc(NC2=NC3CS(=O)(=O)CC3S2)cc1 (stereo unspecified)	7	-0.3	-5	-2	1.9	/	-3.0	-1.2	-2
Cn1c(=O)c2cc(S(=O)(=O)N3CCC(c4ccccc4)CC3)ccc2n(C)c1=O	5	0.8	1	0	-0.8	2	-4.8	-1.9	-13
COc1ccccc1CCc1nnc(CCC(=O)N(C)Cc2cccc3ncccc23)o1	27	-1.4	-22	-2	1.5	2	2.1	-1.7	-5
COc1ccc(C2=NC(=O)/C(=C\c3cc(OC)c(OC)c(OC)c3)O2)cc1	-9	0.6	-2	2	-0.3	-4	-2.1	-2.4	-4
O=S(=O)(c1ccccc1Cl)N1CCC(Cc2ccccc2)CC1	-19	-1.5	-16	-6	0.2	-10	-1.9	-2.5	18
O=C(Nc1cccc([N+](=O)[O-])c1)c1ccc2nc(N3C(=O)CCC3=O)sc2c1	7	0.1	-2	4	9.7	-4	-3.3	-1.4	-4
CC1C/C(=N/Nc2nc3ccccc3[nH]2)CC(C)(C)C1 (stereo unspecified)	-9	-0.7	7	-14	0.1	-2	-3.9	-2.9	-11
O=C(O)CC/C(=C\c1ccc(N2CCCC2)c([N+](=O)[O-])c1)c1nc2ccccc2s1	16	6.1	-38	8	1.8	-1	1.6	-2.0	6
O=C(NCCNC(=O)c1ccccc1Cl)c1ccco1	10	0.3	-6	10	0.6	-9	-2.7	-4.5	3
COc1ccc(NC(=O)CCNC(=O)Cn2cnc3ccccc3c2=O)c(OC)c1	14	2.4	-4	7	1.6	-3	-2.4	-3.7	1
CCOc1ccc(-n2c3nc4ccccc4nc3c3c(=O)n(Cc4ccco4)cnc32)cc1	/	/	-19	17	/	/	-3.0	-6.6	-2
Cc1cccc(NCC(=O)N/N=C\c2cccn2C)c1	18	-0.5	-12	19	0.5	-1	-1.2	0.5	7
Cn1ncc2c(=O)n(CC(=O)NC34CC5CC(CC(C5)C3)C4)cnc21	1	0.9	0	-6	0.3	-2	-4.8	-3.7	-7
O=C1CC[C@@H](O)CCN1CC[C@H](Sc1ccccc1)c1ccccc1	-7	3.8	-30	-13	3.0	-1	-0.3	-1.1	-6
Cc1ccc(OCc2nnc(NC(=O)c3ccco3)s2)c(C)c1	2	2.3	0	-4	0.7	1	-0.4	-2.1	-6
Oc1ccc(C(=S)N2CCCCC2)cc1	38	1.8	2	4	0.7	-3	-3.1	1.2	3
NC(=O)CSc1nnc(-c2cc3ccccc3o2)n1Cc1ccccc1	-14	2.7	-16	-6	1.3	-3	-2.3	-4.6	-18
Cc1ccc2c(C)c(C(=O)NCc3ccc(S(N)(=O)=O)cc3)oc2c1	18	5.1	-5	4	6.1	-5	-2.3	-1.8	0
Cc1cc(C)nc(N2CCCC(C(=O)NCCc3ccc(F)cc3)C2)n1 (stereo unspecified)	-4	-1.7	-3	-3	0.1	-6	-2.2	-0.9	2
CCOC(=O)C(C)Sc1nnc(Cc2cc(=O)[nH]c(=O)[nH]2)n1-c1cccc(OC)c1 (stereo unspecified)	-13	1.4	-10	-7	0.3	-1	-1.7	-3.8	-13
CN(Cc1ccc(F)cc1)S(=O)(=O)c1nnc(NC(=O)c2ccccc2Br)s1	7	6.8	-35	-23	6.2	-8	3.6	-0.6	-7
CNc1ccc(C(O)(C(F)(F)F)C(F)(F)F)cc1C(O)(C(F)(F)F)C(F)(F)F	-28	-0.2	2	-15	-0.5	8	-3.3	-3.0	-7
O=C(O)CN1C(=O)C(=O)N(Cc2ccccc2F)C1=O	31	-0.1	0	-2	0.9	-11	-0.6	-1.1	-15
C#CCOCCOCCOCCNc1nc(N2CCN(C(=O)[C@H](CCCCN)n3cc(CCCC)nn3)CC2)nc(N2CCN(C(=O)[C@H](CCCCN)n3cc(CCCC)nn3)CC2)n1	4	-0.1	27	-83	-0.1	-4	1.2	-1.9	-10
CC(=O)c1ccc([C@H]2C[C@@]34CN(C(=O)OC(C)(C)C)S(=O)(=O)[C@H]3C[C@H]2O4)cc1	13	1.4	/	/	1.5	-2	/	/	/
O=C(COC(=O)c1ccccc1C(=O)c1ccc(Cl)cc1)NC(c1ccccc1)c1ccccc1	-1	0.1	-4	-3	1.6	-8	-2.9	-3.7	-10
N=c1c2c(n(Cc3ccc([N+](=O)[O-])cc3)c3c1CCC3)CCCC2	-13	1.0	6	2	1.4	-3	-1.9	-2.9	-15
